Tb PFK inh = T. brucei PFK enzyme inhibition; T. brucei PFK, ADP-Glo luminescence; 330,000 tested, 0.17% active; Potency, µM (highest dose often 57.5 µM), without a hit: top-dose activity, negative = inhibition, actives largely listed as inhibitors; AID 485367;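 further: potency means the concentration at half of the fitted maximal effect; 0% = uninhibited 1x PFK enzyme wells and -100% = no-enzyme wells; nearly all actives have a fitted effect of over 60% in size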
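PFK 1.25 nM, F6P 0.5 mM, ATP 0.1 mM, 0.1 M TEA pH 8.0, 5 mM MgCl2, 0.01% Tween20, 0.1% BSA; 45 min RT. ADP-Glo readout. qHTS titration up to 57 uM; curves fitted, compounds curve-classed.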
Rab9 prom act = Rab9 promoter activation. Huh7 Rab9 promoter-luciferase reporter, luminescence, 24 h. Potency, µM (titrated, usually from 9.22 µM), for inactives: at the highest dose activation, negative = inhibition, usual class: activators. 320,000 tested, 2.8% active; further: potency means the concentration at half of the fitted maximal effect; % of control where 0% means no effect; nearly all actives have a fitted effect of over 60% in size
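Huh7 reporter line, Rab9 promoter upstream of luciferase. Compound exposure 24 h at 37 °C in reduced-serum medium with 10% FBS. Read-out: luminescence.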
ELG1 genotoxic = induces genotoxicity in HEK293T cells with luciferase-tagged ELG1. HEK293T ELG1-luciferase reporter, luminescence, 16 h. Potency, µM (series often up to 46 µM), for inactives: at the top dose activity change, positive = activation, actives largely listed as activators. 330,000 tested, 1.3% active; further: potency means the concentration at half of the fitted maximal effect; % of control where 0% means no effect; nearly all actives have a fitted effect of over 60% in size
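DMSO vehicle served as control against compound-treated ELG1-luciferase HEK293T cells; exposure lasted 16 hr at 37 °C and 5% CO2, followed by ONE-Glo luminescence detection after 30 min.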
FLuc counter = firefly luciferase modulation, counter-screen for miR-21 project | P08659 | purified FLuc, Km substrates, luminescence inhibition | Potency, µM (titrated, usually from 57.5 µM), for inactives: at the top dose activity change, negative = inhibition, actives largely listed as inhibitors | 360,000 tested, 6.9% active | AID 588342;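 further: potency means the concentration at half of the fitted maximal effect; plate controls were vehicle for no effect and reference inhibitor for full effect; nearly all actives have a fitted effect of over 55% in size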
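Biochemical qHTS of compounds, final roughly 60 µM downward over six points, against 10 nM purified firefly luciferase using Km concentrations of substrates (10 uM D-luciferin, 10 uM ATP) in Tris acetate pH 7.5 buffer; luminescence output.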
NPC1 prom act = activators of NPC1 promoter. Huh7 NPC1 promoter luciferase reporter, 24 h. AID 485313. Potency, µM (highest dose often 9.22 µM), for the others: at the top dose activation, actives largely listed as activators. 320,000 tested, 2.4% active;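 further: potency means the concentration at half of the fitted maximal effect; % of control where 0% means no effect; nearly all actives have a fitted effect of over 60% in size; reporter is driven by a mutant NPC1 promoter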
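Compounds in DMSO were transferred onto Huh7 NPC1-luciferase reporter cells pre-incubated 2 h; after 24 h at 37 °C, Amplite reagent was dispensed and luminescence recorded 10 min later.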
VP16 counter = inhibits Gal4-VP16 luciferase reporter, ROR gamma counter-screen | AID 2546 | 310,000 tested, 3.5% active | Drosophila S2 Gal4-VP16 UAS-luciferase, luminescence, 20 h | Potency, µM (top dose mostly 53.6 µM), inactives show at the highest dose activity, negative = inhibition, usual class: inhibitors;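 further: Gal4-VP16 expression switched on by copper sulfate through the metallothionein promoter; potency means the concentration at half of the fitted maximal effect; on the % scale 0 is the no-effect control and ±100 the full control effect; nearly all actives have a fitted effect of over 50% in size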
TRPV1 ag = activates the human vanilloid receptor TRPV1. AID 540275. activation, % at 8.33 µM. TRPV1-expressing cells, Fluo-8 calcium influx, agonist mode. 320,000 tested, 0.19% active. Q8NER1; in the data active means activation above about 80%; inconclusive means between about 30% and that limit; further: 0% is about no effect
Target sequence (Q8NER1 whole entry, looked up): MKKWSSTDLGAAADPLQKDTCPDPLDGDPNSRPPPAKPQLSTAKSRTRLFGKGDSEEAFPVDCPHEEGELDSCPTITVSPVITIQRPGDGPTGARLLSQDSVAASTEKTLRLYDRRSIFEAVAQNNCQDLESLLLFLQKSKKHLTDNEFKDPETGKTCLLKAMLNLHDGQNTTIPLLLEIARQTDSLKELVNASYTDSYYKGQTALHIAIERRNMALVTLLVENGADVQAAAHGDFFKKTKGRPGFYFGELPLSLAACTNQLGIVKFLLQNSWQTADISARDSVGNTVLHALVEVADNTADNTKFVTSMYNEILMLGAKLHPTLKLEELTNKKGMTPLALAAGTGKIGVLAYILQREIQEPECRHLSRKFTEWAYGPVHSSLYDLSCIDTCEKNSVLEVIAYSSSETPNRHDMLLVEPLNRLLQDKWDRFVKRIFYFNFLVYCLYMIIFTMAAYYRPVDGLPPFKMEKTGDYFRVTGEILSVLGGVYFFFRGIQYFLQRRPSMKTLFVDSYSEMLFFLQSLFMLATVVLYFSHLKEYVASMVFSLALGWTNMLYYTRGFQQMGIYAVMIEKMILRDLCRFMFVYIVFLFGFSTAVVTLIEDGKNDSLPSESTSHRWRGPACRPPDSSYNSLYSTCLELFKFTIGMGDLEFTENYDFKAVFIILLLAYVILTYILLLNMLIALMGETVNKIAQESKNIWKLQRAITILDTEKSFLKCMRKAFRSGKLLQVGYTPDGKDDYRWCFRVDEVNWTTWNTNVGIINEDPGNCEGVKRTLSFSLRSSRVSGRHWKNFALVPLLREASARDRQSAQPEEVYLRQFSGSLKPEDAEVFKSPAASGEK
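Fluo-8 calcium influx in TRPV1-expressing cells, kinetic read (ex 480/em 520 nm). Compound added and read 3 min for agonist activity, followed by capsaicin at EC20 final and 2 min further read for enhancement.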
ELG1 DNA repair = inhibitors of ELG1-dependent DNA repair in HEK293T cells; HEK293T ELG1-luciferase reporter, luminescence, 16 h; DNA damage induced by 5-fluorouridine; Potency, µM (series often up to 46.1 µM), for inactives: at the highest dose activity change, negative = inhibition, hits mostly inhibitors; 330,000 tested, 2.3% active; further: potency means the concentration at half of the fitted maximal effect; on the % scale 0 is the no-effect control and ±100 the full control effect; nearly all actives have a fitted effect of over 55% in size
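Step one: seed 2,000 cells per well. Step two: pin-transfer compound or DMSO alongside 5-fluorouridine. Step three: incubate 16 hr, 37 °C, 5% CO2. Step four: add ONE-Glo, wait 30 min, read luminescence.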
BRCA1 expr act = BRCA1 expression activation; MCF7-BRCA1-FFLuc reporter, luminescence, 48 h; response scale: scaled: vehicle 0%, 10 µM genistein 100%; Potency, µM (highest dose often 46.1 µM), inactives show at the top dose activation, usual class: activators; 380,000 tested, 1.1% active; further: potency means the concentration at half of the fitted maximal effect; nearly all actives have a fitted effect of over 80% in size; some results filed as inactive show a strong effect at the top dose
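MCF7 cells carrying a BRCA1-firefly luciferase reporter (2000 cells/well, phenol-red free MEM) were attached for 2 h at 37 °C, then given compounds for 48 h. Luminescence was read 15 min after luciferase reagent; activity normalized to genistein (10 microM) and DMSO.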
p53 reactivator = restores transcriptional activity of mutant p53; H1299 p53-A138V BP100-luciferase reporter, luminescence, 24 h; AID 504706; Potency, µM (series often up to 92.2 µM), for the others: at the highest dose activity change, positive = activation, actives largely listed as activators; 320,000 tested, 0.063% active; further: potency means the concentration at half of the fitted maximal effect; % of control where 0% means no effect; nearly all actives have a fitted effect of over 45% in size
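H1299 (p53-null), stable ts p53-A138V + BP100-Luc; 1000 cells/well, Opti-MEM/10% FBS; cpd 4 pt, 1:5; 24 h, 37 deg C, 5% CO2; detection reagent 10 min RT; luminescence.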
RORgamma inh = blocks mouse ROR gamma transcriptional activity; P51450; Drosophila S2 Gal4-RORgamma UAS-luciferase reporter, 20 h; Potency, µM (titrated, usually from 53.6 µM), for inactives: at the highest dose activity change, negative = inhibition, usual class: inhibitors; 310,000 tested, 5.4% active; AID 2551; further: potency means the concentration at half of the fitted maximal effect; on the % scale 0 is the no-effect control and ±100 the full control effect; nearly all actives have a fitted effect of over 60% in size
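Luciferase reporter read in Schneider cells carrying Gal4-RORγ (mouse) and UAS-Photinus luciferase; cells given compound 1 h before 700 uM copper sulfate induction, then incubated 20 h at ambient temperature.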
* = called active by the depositor; ? = inconclusive; . = not tested or not shown; & = joins results of further samples; [ ] = another dose, or the depositor's remark. Unless noted, the call rests on the fitted dose curve; in most records, active means well fitted curve in the direction sought with a large enough effect; inconclusive means small, poorly fitted or top-dose-only effect, or another doubt; inactive means no such curve, though single readings can be large; an effect the other way counts as inactive or inconclusive.

SMILES	Tb PFK inh	Rab9 prom act	ELG1 genotoxic	FLuc counter	NPC1 prom act	VP16 counter	TRPV1 ag	ELG1 DNA repair	BRCA1 expr act	p53 reactivator	RORgamma inh
CCOc1ccccc1C(=O)N(Cc1sccc1C)C1CCS(=O)(=O)C1 (stereo not given)	-1%	-3%	-2%	3%&1%	-4%	3%	-3	-3%	-8%	2%	24%
CCOc1ccc(C(=O)NC2CC(C)(C)NC(C)(C)C2)cc1	0%	-2%	-4%	5%	1%	-4%	0	-2%	4%	.	19%[1.91 µM]
O=C(Nc1ncccc1O)c1cccc(S(=O)(=O)NCc2ccccc2)c1	0%	-6%	0%	3%	-2%	.	1	?	-8%	2%	.
CCCNC(=O)c1ccc(N2CCC3(CC2)CC(c2cccc(Br)c2)=NO3)c(NC(=O)c2ccc(Br)cc2)c1	0%	6%	4%	-2%	1%	.	0	-26%	-4%	10%	.
COc1ccc(N2CCN(c3oc(-c4ccccc4OC)nc3C#N)CC2)cc1	-3%	6%	-10%	-50%	1%	5%	3	?	1%	4%	?
Cc1cc(C)cc(C(=O)NC(CC(N)=O)c2ccc(NCC3CC3)c([N+](=O)[O-])c2)c1 (stereo not given)	-2%	.	-3%	-14%	-6%	-25%	4	?	-2%	.	?
CC(C)C(NC(=O)c1ccccc1NC(=O)c1ccco1)C(=O)O (stereo not given)	0%	2%	-1%	8%	-2%	1%[0.365 µM]	-3	16%	2%	2%	-10%
COc1ccc(C(=O)NCCc2ccc(Cl)cc2)cc1S(=O)(=O)N1CCCCC1C (stereo not given)	9%	-12%	-5%	3%	-3%	.	3	?	-22%	2%	.
CC(=O)N1CCSc2ccc(S(=O)(=O)Nc3ccc(C)cc3)cc21	2%	-8%	-5%	-2%	-2%	-12%	?	-2%	-11%	1%	37%
Nc1nnc(SCC(=O)NCCOc2ccccc2)s1	-8%	1%	4%	-7%	7%	4%	0	21%	19%	12%	-21%
O=C(c1cc2ccccc2cc1O)N1CCN(c2ccc([N+](=O)[O-])cc2)CC1	?	2%	1%	-3%	-7%	.	-3	-22%	-32%	2%	.
COc1cc(S(=O)(=O)N2CCN(C(=O)c3ccccc3F)CC2)c(OC)cc1NC(C)=O	-3%	0%	0%	-7%	0%	-2%	-1	-20%	-21%	-12%	11%
CC(O)Cn1c(N2CCCC2)nc2c1c(=O)[nH]c(=O)n2C (stereo not given)	1%	-5%	1%	1%	-1%	14%	-3	10%	-1%	.	16%[1.91 µM]
Cc1ccc(NC(=O)N2CCc3ccccc3C2)cc1	-1%	3.5µM*	8.2µM*	12µM*	2.8µM*	-11%	?	?	?	20%	2%
COc1ccc([N+](=O)[O-])cc1NC(=O)C(C)N1CCN(C(=O)c2ccco2)CC1 (stereo not given)	0%	-4%	4%	-3%	-7%	7%	-3	17%	-3%	2%	5%
O=C(CSCc1ccccc1)Nc1nccs1	-2%	15%	0%	1%	-5%	-2%	24	12%	0%	15%	?
COc1cccc(-c2csc(N3CCN(C(=O)Nc4ccccc4Cl)CC3)n2)c1	0%	-1%	-4%	?	-1%	-5%	6	-7%	22%	1%	?
O=C1C2C3C=CC(C2C(=O)N1c1ccccc1O)C1C2C(=O)N(c4ccccc4O)C(=O)C2C31 (stereo not given)	4%	0%	0%	5%	0%	-2%	1	4%	-2%	-2%	-1%
CCOc1ncccc1C(=O)N1CCN(c2cccc(C)c2C)CC1	-2%	-19%	5%	3%	-12%	-2%	?	-18%	-56%	0%	-21%
CCCCc1ccc(NC(=S)NCCc2ccc(F)cc2)cc1	5%	-4%	3%	-8%	0%	5.6µM*	19	-4%	-69%	3%	2.2µM*
O=C(NCCNC(=O)c1ccc(-c2ccc(Cl)c(Cl)c2)o1)c1cnccn1	3%	2%	-4%	15µM*	8%	-3%	8	4%	-19%	-9%	0%
CCOC(=O)c1c(C)[nH]c(C(=O)OCc2ccc([N+](=O)[O-])cc2)c1C	-4%	1%	9%	1%	0%	-10%	6	?	20%	9%	-1%
O=C(c1ccc([N+](=O)[O-])o1)N1CCN(c2nc3c(F)cc(F)cc3s2)CC1	7%	13%	-4%	-15%	-6%	.	?	?	-86%	9%	.
COc1ccc(S(=O)(=O)NC(CC(=O)NCc2ccco2)C(C)C)cc1 (stereo not given)	0%	1%	-2%	0%	3%	10%	1	-10%	-10%	0%	9%
O=C(OC[C@@H]1CCCN2CCCC[C@H]12)c1cc2ccccc2oc1=O	0%	1%	0%	1%	6%	-25%	3	13%	2%	17%	-11%
Cc1[nH]nc2c1C(c1c[nH]c3ccccc13)C(C#N)=C(N)O2 (stereo not given)	4%	-3%	9%	6%	-11%	2%	4	-6%	-11%	-4%	-20%
COc1ccc(NC(=O)c2sc3nc(N4CCOCC4)c4c(c3c2N)CC(C)(C)OC4)c(OC)c1	0%	-8%	4%	0%	-6%	-5%	6	?	12%	-4%	-4%
CC1(C)CC(=O)c2c(-c3cccs3)n[nH]c2C1	-2%	12%	?	?	7%	-3%	3	?	-6%[1.84 µM]	7%	-1%
O=C(c1ccc2c(c1)OCO2)N1CCCC1	-4%	6%	-1%	-8%	2%	-7%	-3	12%	20%	-5%	19%
CC1CCCC(C)N1NC(=O)c1cccc(S(=O)(=O)N2CCc3ccccc32)c1 (stereo not given)	3%	-3%	-3%	5%	-1%	-4%	9	-10%	-42%	-6%	-38%
CCOC(=O)C1CCN(C(=O)c2cccc(S(=O)(=O)N3CCc4ccccc43)c2)CC1	-1%	-11%	0%	-1%	0%	.	7	-6%	8%	-2%	.
CCOC(=O)c1c(-c2ccccc2)cn2c(C)cc(C)nc12	-2%	2.8µM*	16µM*	3.4µM*	3.2µM*	-6%	18	?	?	7%	-7%
c1ccc(CN(Cc2ccccc2)c2ncnc3c2nnn3Cc2ccccc2)cc1	2%	-1%	-4%	-1%	-1%	-9%	7	?	-42%	-1%	-1%
COc1ccc(S(=O)(=O)Nc2cc3c4c(c2)C(C)C(=O)N4CCC3)cc1OC (stereo not given)	0%	1%	-1%	2%	-3%	.	3	-11%	-19%	1%	.
COc1ccccc1-c1nc(C(N)=O)c2[nH]c(=O)n(-c3cccc(C)c3)c2n1	1%	4%	-1%	-1%	3%	5%	12	?	-32%	-25%	-9%
CC(C)CCN1C(=O)c2ccc(C(=O)OCC(=O)N(C)C3CCS(=O)(=O)C3)cc2C1=O (stereo not given)	-4%	-1%	0%	1%	-2%	.	-1	6%	-3%	0%	.
CCOC(=O)N1CCN(C(=O)c2cc3c(=O)n4cccc(C)c4nc3s2)CC1	5%	?	1%	1%	-3%	0%	-1	-2%	-25%	1%	-20%
NC(=O)c1c(NC(=O)C2CC=CCC2C(=O)O)sc2c1CCCCC2 (stereo not given)	?	-3%	3%	-5%	-4%	.	-1	26%	0%	.	.
Cc1ccc(N2CCN(C(=O)N3CCOCC3)CC2)c(C)c1	-6%	3%	1%	3%	-2%	7%	83*	5%	-7%	-5%	12%
Cc1ccc(C(O)Cn2nc(C)cc2C)cc1 (stereo not given)	0%	-4%	1%	1%	0%	.	-1	23%	0%	4%	.
O=C(CCNC(=O)c1ccccc1Cl)Nc1ccc(S(=O)(=O)Nc2nccs2)cc1	-6%	.	0%	.	.	.	.	16%	-15%	3%	.
C=CCNC(=O)c1ccccc1NC(=O)c1ccccc1C	-2%	-1%	-1%	6%	0%	-1%	7	-20%	-23%	6%	-7%
O=C(C[C@@H]1C/C=C\CCCC(=O)OC[C@@H]2CCCN2C1=O)N[C@H](CO)Cc1ccccc1	9%	.	2%	.	.	.	.	15%	-6%	-1%	.
CC(=O)NC1(c2cccc(F)c2)CCN(CC(=O)NC2CCCCC2)CC1	2%	1%	4%	-8%	1%	-5%	-4	25%	0%	2%	-9%
COc1cccc(CNS(=O)(=O)c2ccc3c(c2)NC(=O)CS3)c1	2%	4%	2%	1%	-2%	-1%	3	2%	4%	2%	-10%
Cc1cccn2cc(-c3ccc(F)cc3)cc12	0%	10%	9%	?	1%	-3%	0	18%	-40%	0%	12%
